Compound activity: PubChem, National Center for Advancing Translational Sciences (NCATS)
HCMV inh – qHTS Assay for inhibitors of the human cytomegalovirus (HCMV) | HFF cells, HCMV-luciferase reporter, 72 h; hits give low values | activity change, negative = inhibition, % at 57.5 µM | 4.5% of 410,000 active | AID 1259415, 2018; in the data active means activity change below about -60%; inconclusive means no clear call, values can overlap the other calls; inactive means above about -39%
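Compounds were evaluated in HFFs infected with an HCMV luciferase reporter virus (MOI 1 PFU/cell). Luciferase in lysates collected 72 h post infection served as the replication measure.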
Numbers without * were called inactive; ? = inconclusive. On the % scale 0 is the no-effect control and ±100 the full control effect. An excerpt; count on the stated rates, not on these rows.

molecule	HCMV inh
COc1cccc(-c2cnc3c(NC=O)cc(-c4ccc(S(C)(=O)=O)cc4)cn23)c1	?
Cc1nc2ccc(C(=O)NCCc3c[nH]c4ccccc34)cn2c1N(C)C(=O)CCc1ccccc1	40
CCCNC(=O)C1(C)CCN(Cc2cccc(OC(=O)c3ccccc3)c2)C1 (stereo not drawn)	6
CCC(=O)N(C)C[C@H]1Oc2cc(-c3ccccc3F)ccc2S(=O)(=O)N([C@H](C)CO)C[C@H]1C	5
CCOC1=C2[C@H](c3ccc(CC)cc3)N(S(=O)(=O)c3ccc(C)cc3)C[C@H]2C(C#N)(C#N)C(C#N)(C#N)C1	-74*
CCOC(=O)/C=C/[C@H](C)NC(=O)C(F)(F)F	-15
O=C1CCC[C@H]2[C@@H](Cc3ccccc3)[C@@H](NS(=O)(=O)c3ccc([N+](=O)[O-])cc3)CC[C@]23CCCN13	-30
Cc1ccc(S(=O)(=O)N(C)C[C@@H]2OCc3cnnn3CCCC(=O)N([C@@H](C)CO)C[C@H]2C)cc1	-10
Cc1cccc(S(=O)(=O)NC(=O)C2(C)CCN2C(=O)Cc2ccc(Cl)cc2Cl)c1 (stereo not drawn)	10
N#Cc1cc(NC(=O)c2ccc(Cl)cc2)ccc1Sc1ccccc1	-83*
CCOc1ccc(S(=O)(=O)Nc2cccc(C(=O)N3CCN(c4ccccn4)CC3)c2)cc1	-62*
C[C@@H]1C=CCCO[C@]12C(=O)N(CC1CC1)c1cccc(Br)c12	-11
CSc1ccc(Cn2c(C)c(C(=O)NCCC#N)sc2=O)cc1	-10
CCCCN(C)C(=O)c1[nH]c(C(F)(F)F)nc1-c1ccccc1	-15
COC(=O)/C=C1\Nc2ccc(Cl)cc2C(=O)NC1=O	18
O=C1NC[C@H](CCCCN2CCN(CCC3CCCCC3)C(=O)C2=O)N(CCc2ccccc2)C1=O	-26
CC(C)(C)NC(=O)C(CCc1ccccc1)n1c(=O)c(-c2ccccc2)nc2ccccc21 (stereo not drawn)	-21
Cc1ccccc1S(=O)(=O)NC(=O)C1(C)CCN1C(=O)Cc1cccs1 (stereo not drawn)	-31
COc1cc2ccc(-c3ccc4ccccc4n3)cc2cc1OC	22
COc1ccc(-c2cnc(C(O)c3ccccc3)[nH]2)cc1 (stereo not drawn)	2
Cc1cccc(C)c1NC(=O)C(c1ccc(C(F)(F)F)cc1)n1c(=O)c(-c2cc3ccccc3[nH]2)nc2ccccc21 (stereo not drawn)	-13
COC(=O)[C@@]12C[C@@H](CC(=O)NCCCN3CCCC3=O)C(=O)N(Cc3ccc4c(c3)OCO4)C1=CCC(C)(C)C2	-21
CCNC(=O)C1CCCN(C(=O)c2ccc(C)c(F)c2)CC1 (stereo not drawn)	-1
Cc1ccc([C@H]2C(C(=O)O)=CCN2S(=O)(=O)c2ccc(C)cc2)cc1	2
COc1ncnc2c1ncn2CCCN1CCN(c2ccccn2)CC1	2
CN(C)S(=O)(=O)n1cc(/C=C(\NC(=O)c2ccccc2F)C(=O)NCCN2CCOCC2)c2ccccc21	0
CC1(C(=O)Nc2ccc3c(c2)OCCO3)CN(S(C)(=O)=O)CC(=O)N1CCCn1ccnc1 (stereo not drawn)	9
CC(=O)Nc1cc(-c2cccc(C(=O)NCCN(C)C)c2)cn2c(-c3cccc(C(F)(F)F)c3)cnc12	-100*
O=C(C(=O)N1CCN(C/C=C/c2ccccc2)CC1)c1ccccc1	-12
Cc1ccc(Cc2c(C(C)(C)C)nc3ccc(Br)cn23)cc1	58
COc1ccccc1-c1cccc(-c2nc(C(=O)Nc3nccs3)cc3c2[C@@H](CCO)N(C(=O)CC2CC2)C3)c1	-30
COc1cc(OC)nc(Nc2nc(C(N)c3ccccc3Cl)cs2)n1 (stereo not drawn)	0
Cc1cc(OCC(=O)OCC(=O)NC2CCS(=O)(=O)C2)ccc1Cl (stereo not drawn)	-14
CCOC(=O)CC1COCCN1C(=O)c1cc(COc2ccccc2SC)on1 (stereo not drawn)	3
CCC(CO)Nc1ccn2nc(-c3ccccc3)cc2n1 (stereo not drawn)	16
CCCCn1nnnc1C(CC)N1CCN(C/C=C/c2ccccc2)CC1 (stereo not drawn)	-6
Cc1ccccc1CN1C(=O)c2ccccc2C1c1nnnn1Cc1ccccc1 (stereo not drawn)	17
CCNC(=O)C1CCCN(C(=O)c2cccs2)CC1 (stereo not drawn)	-8
COc1ccc(NC(=O)c2cc(C3CCCCN3C(=O)OCC(C)C)on2)c(C)c1 (stereo not drawn)	-22
CN(C)c1ccc(-c2ccnc3c2CC(C)(C(=O)Nc2ccc(Cl)cc2)O3)cc1 (stereo not drawn)	-4
CC(C)C[C@@H](CN1CCC[C@H]1CN1C(=O)C(=O)NC[C@@H]1Cc1ccc(O)cc1)N1C[C@H](Cc2ccccc2)N(CC2CCCCCC2)C(=O)C1=O	-13
C=CCNc1ncnc2c1ncn2[C@H]1CN(CCOC)C[C@@H](CO)O1	15
NC(Cc1ccc(F)cc1)c1csc(Nc2ccc(C(=O)c3ccccc3)cc2)n1 (stereo not drawn)	-5
Cc1cccc(NC(=O)c2ncn3c2C(=O)NC[C@@H]3C)c1	-15
CC1(C(=O)NS(=O)(=O)c2ccccc2C(F)(F)F)CCN1C(=O)CCc1cccs1 (stereo not drawn)	4
CCOc1ccc(C(=O)COC(=O)Cn2[nH]c(=O)c3ccccc3c2=O)cc1	5
Cc1ccc(C(NC(=O)C2CCN(Cc3ccc(Oc4ccccc4)cc3)CC2)c2ccccn2)cc1 (stereo not drawn)	-25
Cc1nc2c(OCc3cccc(Cl)c3)cccn2c1N(C)Cc1cccs1	?
CC(=NC1CCCCC1)c1ccc(O)cc1O	-21
O=C(NCc1ccco1)C1=COC2=NC(=O)N(Cc3ccccc3)CCN12	-8

Going on with the list:
molecule	HCMV inh
COC(=O)c1ccc2cc(OC)c(OC)cc2c1	-10
COC(=O)C1=C(C)N(Cc2ccc(C(F)(F)F)cc2)C(=NCC2CC2)NC1c1cccc(Cl)c1 (stereo not drawn)	-102*
COCCCn1cnn2c(=O)c3ccccc3nc2c1=O	20
Cn1cc(-c2cnc3c(NC=O)cc(-c4cccc(C(F)(F)F)c4)cn23)cn1	-15
O=C(NCCN1CCC(n2c(=O)[nH]c3ccccc32)CC1)c1ccc(F)cc1	-5
Cc1ccc(S(=O)(=O)N(CCc2ccccc2)c2ccc3c(c2)C2CC3CCN2C(=O)OCc2ccccc2)cc1 (stereo not drawn)	-30
COc1ccc(Nc2cc3c(cn2)cc(-c2cnn(C)c2)n3Cc2ccccc2)cc1OC	-8
C[C@@H]1CN([C@@H](C)CO)C(=O)CCCn2nncc2CO[C@H]1CN(C)C(=O)Nc1ccc(-c2cccs2)cc1	-14
CC(C)CN1C(=O)CSCC1(C)C(=O)NCc1ccccc1 (stereo not drawn)	-15
CC1CC(C)(C)C2=NCCN21 (stereo not drawn)	-22
CN(Cc1ccccc1)c1nccn2ccnc12	-10
COc1ccc(C(CC(=O)c2ccc3c(c2)OCO3)c2c(O)c3ccccc3oc2=O)cc1OC (stereo not drawn)	-9
C=CCn1nc(C(=O)Nc2ccc(OC)cc2)cc1-c1sc(NC(=O)c2ccccc2)nc1C	105
Cc1ccc(S(=O)(=O)Oc2ccccc2C=C2C(=O)NC(=O)NC2=O)cc1	-13
COc1cc(C(=O)N(C)C2CCCCC2)cc(OC)c1OC	21
O=C(OCn1nnc2ccccc2c1=O)c1ccc(F)c(S(=O)(=O)N2CCOCC2)c1	26
COc1ccc(CNC(=O)CCNC(=O)N2CC(=O)Nc3ccccc32)cc1	-9
COc1ccccc1N1CCN(C(=O)CCCn2c(=S)[nH]c3ccccc3c2=O)CC1	-15
O=C(Nc1ccccc1SC(=O)c1ccccc1)c1ccccc1	-4
CN(Cc1ccc(Cl)c(Cl)c1)C(=O)c1[nH]c(C(F)(F)F)nc1-c1ccccc1	26
c1cnn2c(-c3ccc4c(c3)CCO4)cnc2c1	?
O=C1NC[C@@H](CCCCN2C[C@H](Cc3ccc(O)cc3)N(Cc3ccccc3)C(=O)C2=O)N(CCc2ccc(O)cc2)C1=O	-25
Cc1ccc(S(=O)(=O)N2C[C@H]3C(=O)C[C@@H]4C(=O)N(c5ccccc5)C(=O)[C@@H]4[C@@H]3C[C@H]2c2cccs2)cc1	4
CC1CN(C(=O)c2cccc(NS(=O)(=O)c3ccc(Br)cc3)c2)CC(C)O1 (stereo not drawn)	-21
Cc1cccc(C)c1N1C(=O)CC(Sc2ccccc2N)C1=O (stereo not drawn)	-26
CCOc1ccc(Cl)cc1-c1cc(C(=O)Nc2ccc(F)cc2)[nH]n1	-17
COc1cccc(NC(=O)CCC2CCN(C(=O)C(OC)c3ccccc3)CC2)c1 (stereo not drawn)	-19
COc1ccc(NC(=O)Nc2ccc3nc([C@@H]4O[C@H](CO)[C@@H](O)[C@H](O)[C@H]4O)[nH]c3c2)cc1OC1CCCC1	-16
COc1ccccc1Cc1c(-c2ccc(F)cc2)nc2ccc(Cl)cn12	31
CC(C)=CCCC(C)=CCN1C(=O)CN(C)C1=O	-39
COC(=O)c1c(N)[nH]c(C(=O)c2ccccc2)c1-c1ccc(Br)cc1	-29
COc1ccc(CN2CCC[C@]3(N[C@H](c4ccccc4)[C@@H]4C(=O)N(C)C(=O)[C@@H]43)C2=O)cc1	-24
COc1ccccc1-c1cc(NC(C)=O)c2ncc(-c3cccc(C(F)(F)F)c3)n2c1	15
COc1ccc(S(=O)(=O)N2CCCCC2)cc1NC(=O)C1CC1(Cl)Cl (stereo not drawn)	?
CC1(Cc2ccc(F)cc2)C(=O)Nc2c(Cl)cccc21 (stereo not drawn)	?
OCC[C@@H]1C[C@H](O)[C@@H](O)[C@]2(OCc3ccc(CO)cc32)O1	-17
CCCCn1nnnc1C1(C)CCC(=O)N1CC1CCCCC1 (stereo not drawn)	-3
C=C1C[C@@]2(C)CCCC3=CC(=O)C=C[C@@]32c2ccc(OC)c(OC)c21	-4
O=C(Nc1nnc([C@@H]2C[C@H](O)[C@@H](CO)O2)s1)c1cccc(Oc2ccccc2)c1	-28
CCNC(=O)C1(C)CCCN(C(=O)c2sccc2C)C1 (stereo not drawn)	33

Overlap with the part before: 7 entries, followed by the next part.
molecule	HCMV inh
COc1ccc(S(=O)(=O)N2CCCCC2)cc1NC(=O)C1CC1(Cl)Cl (stereo not drawn)	?
CC1(Cc2ccc(F)cc2)C(=O)Nc2c(Cl)cccc21 (stereo not drawn)	?
OCC[C@@H]1C[C@H](O)[C@@H](O)[C@]2(OCc3ccc(CO)cc32)O1	-17
CCCCn1nnnc1C1(C)CCC(=O)N1CC1CCCCC1 (stereo not drawn)	-3
C=C1C[C@@]2(C)CCCC3=CC(=O)C=C[C@@]32c2ccc(OC)c(OC)c21	-4
O=C(Nc1nnc([C@@H]2C[C@H](O)[C@@H](CO)O2)s1)c1cccc(Oc2ccccc2)c1	-28
CCNC(=O)C1(C)CCCN(C(=O)c2sccc2C)C1 (stereo not drawn)	33
CC(=O)Nc1sc(C)c(C)c1C(=O)OCC(=O)Nc1ccccc1C(F)(F)F	-6
CC(=O)N1CCN(Cc2cc(=O)oc3cc(C)c(C)cc23)CC1	1
CC(C)(C)c1ccc(CC(=O)N2CCC2(C)C(=O)NS(=O)(=O)Cc2ccccc2)cc1 (stereo not drawn)	4
Cc1nc2nc(C)c(C)nc2nc1C	-18
COc1ccc(CN(C)C(=O)C2CC(=O)N(c3ccc4c(c3)OCCO4)C2)cc1 (stereo not drawn)	29
COc1ccc(CN(C)C(=O)CCNS(=O)(=O)c2ccccc2)c(OC)c1	31
COC(=O)c1c(-c2ccc(N(C)C)cc2)oc2c1C(OC)CCC2 (stereo not drawn)	31
O=C1NC[C@@H](CCCCN2C[C@H](Cc3ccc(O)cc3)N(Cc3ccccc3)C(=O)C2=O)N(Cc2ccccc2)C1=O	-21
CC(C)(C)C(=O)N1CCN(c2ccc3c(c2)C2CC3CCN2C(=O)OCc2ccccc2)CC1 (stereo not drawn)	-2
COc1ccc(Cc2c(C3CCCCC3)nc3c(Cl)cc(C(F)(F)F)cn23)c(C)c1	37

Fetched by structure from the entries so far:
molecule	HCMV inh
COc1ccc(CN(C)C(=O)CCNS(=O)(=O)c2ccccc2)c(OC)c1	31
CC(C)(C)c1ccc(CC(=O)N2CCC2(C)C(=O)NS(=O)(=O)Cc2ccccc2)cc1 (stereo not drawn)	4
CC(=O)N1CCN(Cc2cc(=O)oc3cc(C)c(C)cc23)CC1	1

More records follow:
molecule	HCMV inh
COc1ccc(CC(=O)Nc2ccccc2C(F)(F)F)cc1S(=O)(=O)N1CCOCC1	3
COc1cccc(-c2cnc(C(O)c3ccc(F)c(F)c3)[nH]2)c1 (stereo not drawn)	-31
CC(O)(c1ccccc1)c1nc(-c2ccc(Cl)cc2)cs1 (stereo not drawn)	-25
COC1CC2C=C(C)C=CC=CC(=O)NC(c3ccccc3)CC=CCCC(O)CC(=O)C2=C1O (stereo not drawn)	-100*
CC1(C(=O)Nc2cccc(C#N)c2)CCN1C(=O)CCc1ccccc1 (stereo not drawn)	-11
CC1(C(=O)NCCc2c[nH]c3ccccc23)CCN1Cc1csc2ccccc12 (stereo not drawn)	-17
Cc1ccc(NC(=O)C2(C)CCN2C2Cc3ccccc3C2)cc1 (stereo not drawn)	-19
Clc1ccccc1NN(Cc1ccccn1)c1ccccc1Cl	-7
COc1ccc(CNC(=O)c2ccc(Cl)c(S(=O)(=O)N3CCCCCC3)c2)cc1	-36
CN(CCO)c1ccc2c(c1)OC[C@H](Cc1ccccc1)NS2(=O)=O	-2
COc1cc(C(=O)NCCC(=O)NCc2cccs2)cc(OC)c1OC	33
